# Hep lipid drop – inhibitors of hepatocyte lipid droplet formation, primary screen, imaging, high-throughput imaging, BODIPY stain; AML12 mouse hepatocytes, oleate lipid droplets; inhibition, % at 6.5 µM; 0.4% of 240,000 active; AID 1656, 2009;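 active = lipid droplet intensity inhibited by at least 50%, with more than 500 cells counted; inconclusive = wells with under 300 cells, treated as cytotoxic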
#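 System: AML12 hepatocytes (mouse). Probe or stimulus: oleic acid at 100 µM to induce lipid droplet formation. Times: overnight treatment with compound plus oleate. Detection: Image-based BODIPY and DAPI two-channel analysis. Evaluation: percent inhibition of filter-corrected integrated lipid droplet intensity per well.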
# GPR35 arrestin U2OS – GPR35 antagonists blocking zaprinast-driven arrestin recruitment, primary screen, imaging, U2OS, beta-arrestin-GFP, zaprinast agonist (AID 2058); G-protein coupled receptor 35 (Homo sapiens); U2OS GPR35 beta-arrestin-GFP translocation imaging, zaprinast antagonism; higher % means a stronger effect; inhibition, % at 10 µM, or IC50 in µM where a hit was titrated; 0.052% of 290,000 active;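 active = inhibition of at least 50% with at least 30 cells and total cytoplasm GFP at most 10,000,000; inconclusive = under 30 cells or total GFP of 10,000,000 plus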
# GPR55 activation – GPR55 agonists via beta-arrestin recruitment, primary screen, imaging, U2OS cells, beta-arrestin-GFP redistribution (AID 1961); 0.048% of 290,000 active; G-protein coupled receptor 55 (Homo sapiens); activation, % at 10 µM; hits with a dose series show EC50 in µM; U2OS GPR55 beta-arrestin-GFP redistribution imaging; higher % means a stronger effect;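 active = activation above 40% with more than 50 cells counted in the well; inconclusive = wells holding fewer than 50 cells, flagged as toxic or sparse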;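 note: U2OS osteosarcoma cells stably expressing GPR55 and beta-arrestin-GFP; plate controls were DMSO negative control for no effect and LPI positive control for full effect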
# GPR55 antagonists – GPR55 antagonists blocking LPI-driven arrestin recruitment, primary screen, imaging, U2OS, beta-arrestin-GFP, LPI agonist (AID 2013) | G-protein coupled receptor 55 (Homo sapiens) | U2OS GPR55 beta-arrestin-GFP translocation imaging, LPI antagonism; higher % means a stronger effect | one-dose inhibition, % at 10 µM; IC50 in µM for titrated hits | 0.13% of 290,000 active;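 active = spots per cell inhibited over 60%, with over 100 cells counted and total cytoplasm intensity under 500,000; inconclusive = wells with under 100 cells, flagged as likely toxic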;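 note: U2OS cells stably carrying GPR55 and arrestin-GFP stimulated by 5 µM LPI near EC80; imaged beta-arrestin-GFP aggregate spots per cell after agonist stimulation; plate controls were LPI-stimulated DMSO wells for no effect and DMSO wells without LPI for full effect; some results filed as inactive read as strong as hits; confirmed hits need IC50 under 10 µM and bright autofluorescent wells are also inconclusive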
# SV40 large T antigen – SV40 large T antigen inhibitors, biochemical (AID 1903); SV40 large T antigen ATPase/helicase inhibition assay; higher % means a stronger effect; inhibition, % at 20 µM, or IC50 in µM where a hit was titrated; 0.39% of 310,000 active; in the data active = a potency from the dose series; inconclusive = inhibition mostly from about 32% at the one dose, without a potency; inactive = the rest, 99 in 100 with inhibition below about 32%; note: strong numbers were not always called active
# Rac1 GTP hydrolysis – MgcRacGAP GTPase-activating activity inhibitors, confirmation, biochemical, ADP Hunter fluorescence; Rac GTPase-activating protein 1 (Homo sapiens); MgcRacGAP-stimulated Rac1 GTP hydrolysis, ADP Hunter fluorescence; higher % means a stronger effect; GST-tagged Rac1 F28L mutant substrate; inhibition, % at 30 µM; hits with a dose series show IC50 in µM; 0.6% of 340,000 active;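 active = first-screen hits whose inhibition reached a set limit at any dose in the follow-up dose series; inconclusive = inhibition above the set first-screen limit but never retested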;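 note: fluorescence reports GDP produced by GAP-driven GTP hydrolysis; strong numbers were not always called active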
# T cell modulator – modulators of CD8 T cell-vesicle binding, primary screen, mouse 2C CD8+ T cells, flow cytometry. 2C CD8+ T cell-vesicle binding; active compounds read low. calls only at 7 µM. 0.068% of 330,000 active. AID 2052, 2009;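 active = response, share of CD8 T cells binding vesicles, and their 90th percentile fluorescence all below set limits, cut at about 80% in these data, passing the limit was not always enough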
#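 Test system: purified 2C TCR transgenic mouse naive CD8+ T cells. Probe or stimulus: QL9-peptide-loaded Drosophila micro-vesicles bearing Ld, ICAM-1 and B7-1. Incubation: binding step 1.5 h, 37 °C, antibody labelling 20 min, ice. Measured by: flow cytometry of vesicle-bound cells.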
# LYP phosphatase – inhibitors of LYP phosphatase, biochemical, fluorescence intensity, uHTS (AID 1779); Tyrosine-protein phosphatase non-receptor type 22 (Homo sapiens); recombinant LYP phosphatase, fluorescence intensity; higher % means a stronger effect; inhibition, % at 11.5 µM, or IC50 in µM where a hit was titrated; 0.054% of 290,000 active; in the data active = inhibition above about 50%;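 note: plate controls were vehicle with enzyme for no effect and no enzyme for full effect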
# NTR1 agonist – agonists of NTR1, primary screen, imaging, U2OS cells, beta-arrestin-GFP, high content (AID 493036). 0.17% of 330,000 active. activation, % at 20 µM. NTR1-U2OS beta-arrestin-GFP spot imaging, agonist mode. Neurotensin receptor type 1 (Homo sapiens), P30989;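 active = activation at or above 40% of the spot to cytoplasm intensity ratio, with at least 20 cells analyzed; inconclusive = wells under 20 cells, flagged as cytotoxic or low count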;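 note: 0% = DMSO without peptide and 100% = 100 nM NTR1 peptide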
# Target sequence (P30989 whole entry, looked up): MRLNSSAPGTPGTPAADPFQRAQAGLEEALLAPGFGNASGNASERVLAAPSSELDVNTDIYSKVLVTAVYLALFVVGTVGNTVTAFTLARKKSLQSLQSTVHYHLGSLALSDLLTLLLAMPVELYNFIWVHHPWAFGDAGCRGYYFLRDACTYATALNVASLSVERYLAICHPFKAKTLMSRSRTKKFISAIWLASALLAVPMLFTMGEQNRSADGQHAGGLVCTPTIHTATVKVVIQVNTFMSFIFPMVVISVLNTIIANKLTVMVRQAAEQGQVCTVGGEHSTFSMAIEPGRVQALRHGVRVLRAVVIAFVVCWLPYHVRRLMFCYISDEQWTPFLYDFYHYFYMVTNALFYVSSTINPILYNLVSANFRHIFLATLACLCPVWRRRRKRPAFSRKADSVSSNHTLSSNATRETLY
# Hep lipid drop cells 6.5 µM – also measured in Hep lipid drop; calls as there; cell count; measured here: cell count, cytotoxicity flag;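 cells counted across two imaged fields per well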
# T cell modulator vesicle-bound % – further read-out of T cell modulator, marked with its call; double positive events, %; measured here: CD8+ vesicle-bound cell fraction;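 binding gate set so that unloaded-vesicle control wells show 10% double positive cells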
# NTR1 agonist cell count 20 µM – second read-out of NTR1 agonist, no call of its own (marks repeat the call); cell count; measured here: cell count, cytotoxicity flag
# Starred values were filed as active, the others as inactive; i = inactive; ? = inconclusive; nt = no result given.
SMILES,Hep lipid drop,Hep lipid drop cells 6.5 µM,GPR35 arrestin U2OS,GPR55 activation,GPR55 antagonists,SV40 large T antigen,Rac1 GTP hydrolysis,T cell modulator,T cell modulator vesicle-bound %,LYP phosphatase,NTR1 agonist,NTR1 agonist cell count 20 µM
Cc1nnc(SCC(=O)N2N=C(c3ccc(Cl)cc3)CC2c2ccco2)[nH]c1=O (centres undefined),-3,728,-1%,-0.3%,4%,33%,18%,i,15,-1%,-1.1,52
COc1ccccc1Nc1nnc(SCc2nnc(-c3cc(OC)c(OC)c(OC)c3)o2)s1,nt,nt,-13%,-0.2%,16%,9%,9%,i,40,-6%,2.1,63
CCOC(=O)C1CCN(c2c(NCc3ccc(C(=O)NCCC(C)C)cc3)c(=O)c2=O)CC1,nt,nt,0%,-0.1%,6%,3%,3%,i,2,-3%,1.0,49
Cc1ccc(C(=O)N2c3ccccc3CC2C)o1 (centres undefined),5,689,11%,-0.1%,-5%,7%,11%,i,49,-3%,0.9,57
O=C(CSc1nc2ccccc2s1)NCCCN1CCOCC1,nt,nt,-10%,0.8%,0%,-10%,1%,i,33,-9%,-1.4,49
Cc1cc(C)cc(N2CCCn3c2nc2c3c(=O)[nH]c(=O)n2C)c1,nt,nt,4%,-0.1%,3%,20%,8%,i,10,-5%,1.8,72
Cc1[nH]c(C)c(S(=O)(=O)NCC(C)c2ccccc2)c1C(=O)N1CCCCC1 (centres undefined),-7,675,0%,0.0%,-11%,10%,-24%,i,2,-6%,-0.8,60
CCn1cc(S(=O)(=O)c2ccccc2)c(=O)c2cc(F)c(N3CCN(C)CC3)cc21,9,762,11%,0.2%,4%,10%,11%,i,51,-10%,-1.1,69
O=C(Nc1cccnc1)c1cc(Br)c(Br)s1,nt,nt,nt,nt,nt,8%,-10%,i,25,nt,2.9,52
O=C(O)CC/C(=N\Nc1ccc([N+](=O)[O-])cc1S(=O)(=O)N1CCOCC1)c1cccs1,2,660,5%,-0.6%,3%,22%,6%,i,39,2%,1.8,60
O=P(c1ccccc1)(c1ccccc1)C(O)c1ccccn1 (centres undefined),1,658,11%,-0.1%,3%,12%,nt,i,36,-7%,0.1,68
CC(=O)Nc1ccc(NC(=O)CN(c2ccc(C34CC5CC(CC(C5)C3)C4)cc2)S(C)(=O)=O)cc1,nt,nt,4%,0.3%,8%,-2%,0%,i,33,-3%,2.6,59
O=C(CNC(=O)c1ccccc1)N=Nc1c(O)[nH]c2ccc(Br)cc12,-7,758,-1%,-0.4%,-6%,4%,5%,i,35,-10%,3.3,59
CCN(Cc1nc(-c2ccc(OC)cc2)no1)C(=O)c1ccoc1C,-3,760,8%,-0.4%,7%,15%,6%,i,28,-2%,2.8,56
Cc1ccc2nc(-c3ccc(NC(=O)CCS(=O)(=O)c4ccccc4)cc3)sc2c1,31,671,-2%,0.1%,6%,21%,12%,i,25,-7%,1.7,71
CCOC(=O)c1[nH]c(C)c(C(=O)N2CCOCC2)c1C,nt,nt,-12%,-0.1%,-7%,3%,13%,i,40,-2%,-4.2,67
O=C1CC2(CCN(C(=O)c3ccc([N+](=O)[O-])cc3)CC2)Oc2ccccc21,nt,nt,nt,nt,nt,18%,-4%,i,19,nt,0.4,40
C/C(=N\NC(=O)Cc1ccccc1[N+](=O)[O-])c1cccnc1,-11,741,-8%,0.2%,-1%,2%,7%,i,7,-11%,0.2,69
COc1ccc(Nc2c(-c3ccco3)nc3ccc(C)cn23)cc1,5,759,4%,-0.3%,9%,7%,14%,i,58,-6%,-0.6,57
COc1cccc(CN2CC(C(=O)NCCC3=CCCCC3)CCC2=O)c1 (centres undefined),-16,642,-1%,-0.2%,-13%,-9%,9%,i,40,-9%,2.6,51
Nc1nc(NCc2ccco2)nc(Nc2cccc(F)c2)c1[N+](=O)[O-],4,740,-4%,-0.2%,-4%,4%,9%,i,25,-8%,-0.3,40
Cn1c(NC(=O)c2ccccc2NC(=O)C(C)(C)C)nc2ccccc21,-2,616,-11%,-0.3%,6%,-4%,-3%,i,45,5%,-1.3,56
COc1ccc(S(=O)(=O)N2CCSC2C)cc1C (centres undefined),0,816,3%,0.5%,4%,9%,5%,i,38,-5%,3.5,47
O=C(O)C1CC=CCC1C(=O)NCc1ccccc1 (centres undefined),-1,676,5%,0.2%,12%,-2%,2%,i,12,2%,0.9,70
COCCNC(C(=O)Nc1cc(Cl)cc(Cl)c1)c1ccccc1 (centres undefined),-4,793,-15%,0.3%,3%,13%,5%,i,35,1%,-5.5,67

# An excerpt from above with just GPR35 arrestin U2OS and T cell modulator.
compound	GPR35 arrestin U2OS	T cell modulator
O=C1CC2(CCN(C(=O)c3ccc([N+](=O)[O-])cc3)CC2)Oc2ccccc21	nt	i
COc1ccc(S(=O)(=O)N2CCSC2C)cc1C (centres undefined)	3%	i
O=C(CNC(=O)c1ccccc1)N=Nc1c(O)[nH]c2ccc(Br)cc12	-1%	i
Cc1ccc(C(=O)N2c3ccccc3CC2C)o1 (centres undefined)	11%	i
CCn1cc(S(=O)(=O)c2ccccc2)c(=O)c2cc(F)c(N3CCN(C)CC3)cc21	11%	i
C/C(=N\NC(=O)Cc1ccccc1[N+](=O)[O-])c1cccnc1	-8%	i

# (listing goes on)
SMILES,Hep lipid drop,Hep lipid drop cells 6.5 µM,GPR35 arrestin U2OS,GPR55 activation,GPR55 antagonists,SV40 large T antigen,Rac1 GTP hydrolysis,T cell modulator,T cell modulator vesicle-bound %,LYP phosphatase,NTR1 agonist,NTR1 agonist cell count 20 µM
CCc1ccc(C2C(C#N)=C(N)SC(N)=C2C#N)cc1,nt,nt,-16%,0.3%,0%,26%,6%,i,21,-5%,-0.4,39
COC1CCCN(C(=O)c2ccc(OC3CCN(CCc4ccccc4)CC3)cc2)C1 (centres undefined),-10,641,-2%,0.2%,10%,-3%,0%,i,29,-10%,1.4,59
O=C(O)CCNC(=S)Nc1cccc(F)c1,41,724,3%,0.7%,-1%,20%,9%,i,55,-5%,0.2,64
c1ccc(-n2nnnc2CN2CCOCC2)cc1,-2,681,10%,-0.2%,1%,12%,-2%,i,45,-6%,2.4,100
CCOc1ccc(N2C(=O)CC(N(O)c3ccccc3)C2=O)cc1 (centres undefined),nt,nt,-8%,0.3%,12%,22%,10%,i,44,-7%,-1.7,53
O=C(c1cccc(C(F)(F)F)c1)N1CCN(C2CCCCC2)CC1,3,688,-2%,-0.1%,15%,1%,7%,i,52,-7%,0.9,92
O=C(CCc1ccccc1)Nc1nnc(-c2cccs2)o1,nt,nt,-2%,-0.1%,-9%,10%,7%,i,35,-5%,-1.7,107
CC(C)c1ccccc1NC(=O)COC(=O)CNC(=O)c1ccc(Br)cc1,-7,633,10%,?,1%,-4%,-7%,i,47,-3%,0.9,51
COc1ccc(/C=C/C(=O)NCCCN2CCCCCC2)cc1,-14,714,12%,0.3%,-4%,12%,nt,i,47,-4%,1.3,64
CCc1ccc(NC(=O)CSc2nnc(-c3ccccn3)n2C)cc1,nt,nt,11%,-0.2%,6%,11%,11%,i,12,-2%,1.3,66
O=C(O)CCSCC(=O)c1ccc2c(c1)OCCO2,nt,nt,-15%,-0.2%,26%,5%,6%,i,26,-8%,0.4,32
Cc1c(OCC(=O)N[C@@H](Cc2ccccc2)C(=O)O)ccc2c1oc(=O)c1ccccc12,10,844,12%,0.3%,2%,13%,0%,i,46,-6%,5.5,90
O=C(O)CCCN1C(=O)C2C3CC(C2C1=O)C1C(c2ccccc2)c2sc(=O)[nH]c2SC31 (centres undefined),-2,681,1%,-0.3%,6%,9%,8%,i,52,-4%,1.1,81
Cc1cc(C)cc(NC(=O)Cn2cc3c(n2)CCCCC3)c1,nt,nt,1%,0.2%,-2%,4%,nt,i,62,-9%,5.1,53
Cc1ccc(N=CC=C2OC(C)(C)C(C)(C)O2)c(C)c1,4,619,-8%,0.1%,-2%,1%,8%,i,22,-6%,4.2,73
COc1ccc(Cl)cc1N(CC(=O)NCC(C)C)S(=O)(=O)c1ccc(C)c([N+](=O)[O-])c1,-34,647,2%,-0.4%,11%,4%,3%,i,50,-3%,-1.1,67
C/C(=N/NC(=O)CN1CCN(S(=O)(=O)c2ccc(Br)cc2)CC1)c1ccncc1,-14,687,10%,0.6%,7%,nt,3%,i,29,-9%,-0.2,54
COc1cccc(C2/C(=C(\O)c3ccc(OC)c(OC)c3)C(=O)C(=O)N2c2cc(C)on2)c1 (centres undefined),nt,nt,8%,0.2%,-3%,5%,0%,i,43,2%,-3.1,96
Cc1ccnc2nc(C(=O)NCc3cccs3)nn12,6,777,-3%,-0.2%,9%,8%,16%,i,37,-2%,-0.8,55
CSc1nsc(SCC(=O)Nc2ccc3c(c2)OCCO3)n1,-3,747,-13%,-0.1%,-1%,5%,4%,i,12,-2%,1.8,96
C=CCNc1nc(NCCO)nc(N2CCCC2)n1,-1,757,-3%,-0.2%,9%,2%,1%,i,10,-4%,1.6,78

# Part of the list above, reformatted:
SMILES | Hep lipid drop | Hep lipid drop cells 6.5 µM | GPR35 arrestin U2OS | GPR55 activation | GPR55 antagonists | SV40 large T antigen | Rac1 GTP hydrolysis | T cell modulator | T cell modulator vesicle-bound % | LYP phosphatase | NTR1 agonist | NTR1 agonist cell count 20 µM
O=C(Nc1cccnc1)c1cc(Br)c(Br)s1 | nt | nt | nt | nt | nt | 8% | -10% | i | 25 | nt | 2.9 | 52
c1ccc(-n2nnnc2CN2CCOCC2)cc1 | -2 | 681 | 10% | -0.2% | 1% | 12% | -2% | i | 45 | -6% | 2.4 | 100

# Screening data: PubChem, several laboratories
